# Screening results as filed in PubChem.
# Mcl-1 Bim block: disrupts Bim peptide binding to human Mcl-1; Q07820; AID 1009; Bead-based flow cytometry, Bim peptide-Mcl-1 binding; 190,000 compounds, 0.1% hits; inhibition, % at 10 µM; in the data active = inhibition above about 40%;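 also: 0% = no compound tracer wells and 100% = peptide blocker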
# Target sequence (Q07820 whole entry, looked up): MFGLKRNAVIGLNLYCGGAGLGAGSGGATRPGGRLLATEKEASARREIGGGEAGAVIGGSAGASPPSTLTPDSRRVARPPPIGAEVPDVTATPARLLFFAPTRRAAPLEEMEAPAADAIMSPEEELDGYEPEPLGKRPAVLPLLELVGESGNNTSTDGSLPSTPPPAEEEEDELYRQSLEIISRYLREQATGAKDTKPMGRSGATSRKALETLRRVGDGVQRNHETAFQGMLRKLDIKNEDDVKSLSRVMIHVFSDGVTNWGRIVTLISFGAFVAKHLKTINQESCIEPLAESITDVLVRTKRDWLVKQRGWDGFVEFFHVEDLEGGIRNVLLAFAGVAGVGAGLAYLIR
# HRas wt GTP bind: human HRas wildtype GTP binding, change in either direction; 190,000 compounds, 0.14% hits; GST-Ras wt beads, Bodipy-FL-GTP binding, flow cytometry; actives lie on both sides; GTP binding activity, % at 10 µM; AID 759;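 active = GTP binding activity at least 20% away from the 100% baseline, either lowered as inhibitor or raised as activator; inconclusive = flagged as likely green fluorescent, judged across all proteins in the well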;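 also: 0% = unlabeled GTP competition control and 100% = no-compound control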
# Target sequence (P01112 whole entry, looked up): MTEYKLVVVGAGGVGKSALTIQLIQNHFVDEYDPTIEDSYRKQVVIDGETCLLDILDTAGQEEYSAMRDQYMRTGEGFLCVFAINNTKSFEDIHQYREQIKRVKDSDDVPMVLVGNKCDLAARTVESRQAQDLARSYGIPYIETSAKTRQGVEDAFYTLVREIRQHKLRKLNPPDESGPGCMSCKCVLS
# Pf gametocyte: kills late stage P. falciparum gametocytes; P. falciparum stage V gametocytes, ATP luminescence, 24 h; inhibition, % at 10.9 µM; 150,000 compounds, 0.065% hits;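 active = inhibition above the mean plus 3 SD of compounds within the control limits, set per campaign, cut at about 38% in these data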;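 also: 0% = DMSO wells and 100% = medium only without gametocytes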
# Rab7 wt GTP bind: alters GTP binding to wildtype dog Rab7 | GTP binding activity (percent of control), % at 10 µM | AID 758 | 190,000 compounds, 0.055% hits | GST-Rab7 beads, fluorescent GTP binding, flow cytometry; actives lie on both sides; untreated = 100%, excess cold GTP = 0%;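 active = fluorescent GTP binding to Rab7 beads changed by at least 20 points from the 100% baseline, either direction, mostly lower; inconclusive = compound itself probably fluorescent, or too few beads counted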;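 also: median green fluorescence of bound Bodipy-FL-GTP per Rab7 bead population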
# Mcl1 Bid PPI: Mcl-1/Bid interaction inhibition; Q07820; TR-FRET Mcl-1/Bid-Dy647 peptide binding, 1536-well; inhibition, % at 21.7 µM; 220,000 compounds, 0.97% hits; AID 1021;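 active = compounds that cut the binding signal by more than half at the single screening dose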;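 also: His-tagged Mcl-1 with europium anti-His antibody binding Bid BH3 peptide; 0% = Mcl-1 plus peptide wells and 100% = peptide-only wells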
# Rac1 wt modul: modulators of human Rac1 wildtype GTP binding; GST-Rac1 beads, fluorescent GTP binding, flow cytometry; actives lie on both sides; 0 = cold GTP competed, 100 = untreated; 190,000 compounds, 0.27% hits; GTP binding activity (% of control), % at 10 µM; P63000;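 active = GTP binding activity at least 20 points away from the 100% control level, either lower or higher; inconclusive = compound flagged as likely green fluorescent, judged across all proteins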
# Rab2 wt GTP: changes GTP binding to wildtype dog Rab2A, up or down. P61105. GST-Rab2 wt beads, Bodipy-GTP binding, flow cytometry. GTP binding activity, % at 10 µM. 190,000 compounds, 0.19% hits. AID 760;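 active = GTP binding activity at least 20 points away from 100%, either lowered or raised; inconclusive = signal likely due to the compound's own green fluorescence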;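 also: 0% = beads with excess unlabeled GTP and 100% = no-compound control corrected for plate trend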
# Rac1 mut GTP: human Rac1 activated mutant GTP binding change; GST-Rac1 activated beads, fluorescent GTP binding, flow cytometry; actives lie on both sides; 100% means binding = to untreated wells; P63000; percent activity (GTP binding), % at 10 µM; AID 764; 190,000 compounds, 0.11% hits;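 active = GTP binding at least 20 percentage points away from the 100% baseline, in either direction, so actives lie on both sides; inconclusive = Compound likely fluorescent itself, or too few beads counted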
# RGS8-Gao: human RGS8-Galphao interaction regulation; P09471; multiplexed bead flow cytometry, RGS8-Galphao binding; actives lie on both sides; response (percent of control binding), % at 10 µM; 220,000 compounds, 0.34% hits; AID 1423; in the data active = response below about 60% or above about 140%; inactive = in between;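 also: Galphao activated as the GDP aluminium fluoride complex binding bead-coupled RGS8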
# Target sequence (P09471 whole entry, looked up): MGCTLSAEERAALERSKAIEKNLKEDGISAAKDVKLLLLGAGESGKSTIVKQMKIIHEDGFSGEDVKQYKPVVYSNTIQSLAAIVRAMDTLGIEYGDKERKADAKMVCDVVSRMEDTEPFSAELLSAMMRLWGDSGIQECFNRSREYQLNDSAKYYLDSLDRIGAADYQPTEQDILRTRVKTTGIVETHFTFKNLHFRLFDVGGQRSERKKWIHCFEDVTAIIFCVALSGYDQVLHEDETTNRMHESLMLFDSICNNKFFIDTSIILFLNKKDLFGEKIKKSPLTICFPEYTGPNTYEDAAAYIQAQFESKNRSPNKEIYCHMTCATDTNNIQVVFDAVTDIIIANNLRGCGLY
# Mcl1 Noxa PPI: Mcl-1/Noxa interaction inhibition | TR-FRET Mcl-1/Noxa peptide binding, 2 h | inhibition, % at 21.7 µM | 220,000 compounds, 1.5% hits;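 active = compounds that cut the protein-peptide binding signal by more than 50% relative to plate controls in a single-dose test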;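 also: His-tagged Mcl-1 with rhodamine Noxa BH3 peptide and terbium anti-His antibody; 0% = Mcl-1 plus Noxa peptide wells and 100% = peptide-only wells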
# Cdc42 wt GTP: changes GTP binding to wildtype human Cdc42; 190,000 compounds, 0.2% hits; AID 761; P60953; GST-Cdc42 beads, Bodipy-GTP binding, flow cytometry; actives lie on both sides; percent activity (GTP binding), % at 10 µM;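 active = percent activity GTP binding at least 20 points away from the 100% baseline, either down as inhibitor or up as activator; inconclusive = compound flagged as likely green fluorescent from well-wide comparison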;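 also: median bead fluorescence of bound Bodipy-FL-GTP at 100 nM; 0% = excess unlabeled GTP control and 100% = no compound control; below 100% means less GTP binding so inhibitor and above means activator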
# * marks the source's active call; other numbers are inactive results; ? = inconclusive; · = no result given; & = joins results of further samples.
compound	Mcl-1 Bim block	HRas wt GTP bind	Pf gametocyte	Rab7 wt GTP bind	Mcl1 Bid PPI	Rac1 wt modul	Rab2 wt GTP	Rac1 mut GTP	RGS8-Gao	Mcl1 Noxa PPI	Cdc42 wt GTP
CC(C)(C)c1ccc(NC(=O)COC(=O)CCc2nc3ccccc3c(=O)[nH]2)cc1	-2	101	23	100	-32	101	100	98	101	1	97
CON(C)c1nc(OCC#N)nc(N(C)C)n1	-4	101	1	100	-4	105	101	102	94	-1	102
CN1C(=O)/C(=C/c2ccccc2OCc2ccccc2F)NC1=S	3	97	4	96	-57	95	98	96	108	-26	96
CC(C)N1C(=O)CN(C2CCCCCC2)C(=O)C1c1ccccc1F (stereo not given)	-3	104	·	99	2	109	102	98	103	9	112
O=c1c2ccccc2ncn1C1CCCCC1	-1	103	-67	99	5	107	102	102	99	-2	104
Cc1ccnc2nc(C(=O)OCC(=O)N3CCc4ccccc43)nn12	-4	95	21	94	-12	96	98	95	102	8	96
Cc1cccn2c(=O)c3cc(C(=O)N4COCC4(C)C)sc3nc12	0	99	-14	103	0	99	99	97	101	15	96
Cc1ccc(NC(=O)N2CCCC2C(=O)NCC2CCCO2)cc1 (stereo not given)	0	99	-3	100	-28	100	98	97	103	-8	101
CCCCn1c(SCC(=O)NCc2ccco2)nc2c1c(=O)n(C)c(=O)n2C	2	101	·	100	-5	106	101	101	79	7	102
Cc1ccc(C(=O)NN2C(=O)C3C4c5ccccc5C(c5ccccc54)C3C2=O)cc1 (stereo not given)	-4	101	-5	102	4	106	99	97	97	15	104
CCOC(=O)C1CCN(Cc2c(F)cccc2Cl)CC1	-6	101	·	98	-7	105	100	99	108	-1	103
CCOc1ccc(CCNC(=O)c2oc3c(c2C)-c2[nH]ncc2CC3)cc1OCC	1	99	·	102	-49	104	99	99	102	2	103
CC1=C(C#N)C(c2cn(-c3ccccc3)nc2-c2cccs2)C(C#N)=C(C)N1	4	99	·	97	-27	91	97	96	79	3	94
COc1ccc(C(CNC(=O)c2ccc(S(=O)(=O)N(C)C)cc2)N(C)C)cc1 (stereo not given)	3	99	-12	99	-15	100	99	95	99	4	99
COc1ccc(NC(=O)/C(C#N)=C\c2ccc(OCc3ccc(C(=O)O)cc3)c(OC)c2)cc1	-1	?	8	?	-18	?	?	?	102	46	?
O=C(NCc1cccnc1)c1cccnc1Sc1ccc(Cl)cc1	-6	104	·	103	8	102	103	101	84	3	104
Cc1nn(CC2CC2)c(=O)n1-c1ccccc1F	-1	96	2	102	-19	97	98	95	100	5	95
Cc1ccccc1Cn1ccc(-c2ccc(Cl)cc2)c(C#N)c1=O	-1	97	-7	95	-9	93	95	91	100	-8	99
COc1cc(C(=O)NCc2nnc(SCC(=O)N3CCCCC3)o2)cc(OC)c1OC	-1	?	·	?	-3	?	?	?	101	11	?
Cc1ccnc(NC(=O)c2cccc([N+](=O)[O-])c2C)c1	-1	100	13	106	-5	99	99	97	102	0	97
CCOc1ccc2[nH]c(=O)c(CN(Cc3ccc(C)cc3)C(=O)N3CCCC3)cc2c1	-1	101	·	98	15	102	98	100	101	-5	103
COCCCNC(=O)CCc1ccc(S(=O)(=O)Nc2ccc(C)cc2)cc1	2	100	5	98	-13	109	98	100	102	-6	102
Cc1ccc(Oc2ccc(C=O)cn2)cc1	0	100	-14	98	6	107	99	99	101	-6	102
CC(C)(C)C1CCc2c(sc(NC(=O)c3ccncc3)c2C(N)=O)C1 (stereo not given)	-2	103	-11	99	-19	107	101	102	94	15	100
CCOC(=O)C1=C(N2CCCCC2)c2cc3c(n2C1=O)CCCC3	0	103	-2	104	-31	113	101	101	98	3	106

# (next part)
compound	Mcl-1 Bim block	HRas wt GTP bind	Pf gametocyte	Rab7 wt GTP bind	Mcl1 Bid PPI	Rac1 wt modul	Rab2 wt GTP	Rac1 mut GTP	RGS8-Gao	Mcl1 Noxa PPI	Cdc42 wt GTP
COc1cccc(CNc2nc(SC)ncc2CO)c1	-9	99	7	102	-39	100	99	98	101	-10	98
COc1cccc(-n2c(SCc3c(C)noc3C)nnc2-c2cccc(S(=O)(=O)N(C)C)c2)c1	6	104	·	102	-24	106	99	98	102	-6	100
c1ccc2c(-c3ccncc3)c[nH]c2c1	-1	101	1	102	-65	103	100	98	105	0	104
Cc1ccc(NC(=O)c2ccccc2NC(=O)Cc2ccccc2)cc1	-1	104	26	104	-13	103	107	104	104	19	103
O=C1CN(C(=O)CSc2nc3ccccc3c(=O)n2CC2CCCO2)c2ccccc2N1 (stereo not given)	1	96	-7	111	-23	97	97	96	97	14	94
Cc1[nH]n(-c2ccccc2)c(=O)c1/C=N/N(C)c1ccccc1	-4	98	2	103	1	101	98	98	102	4	101
C#CCOc1ccc(Cl)cc1/C=N/O	-1	99	14	96	4	96	96	94	98	30	96
O=C(NCCN1C(=O)C2C3C=CC(C3)C2C1=O)Nc1cccnc1 (stereo not given)	1	102	·	99	-6	109	101	98	97	9	103
CC(C)/C=N/NC(=O)c1ccc(Cl)cc1	0	101	-11	102	-12	106	100	100	103	0	104
COc1ccc(-n2c(Cc3cccn3C)nnc2SCC(=O)Nc2cccc(Cl)c2)cc1	1	100	·	100	-34	100	102	98	101	12	101
O=S(=O)(c1ccccc1)c1nc(NCc2cccnc2)sc1Cl	-1	98	-7	96	-4	97	95	96	98	-8	98
Cc1ccc(-n2c(Cc3cccn3C)nnc2SCC(=O)Nc2cc(C)on2)cc1	-3	102	·	101	-38	110	104	102	100	-5	104
CS(=O)(=O)c1ccc(C(=O)NC2CCOC2=O)cc1 (stereo not given)	-5	96	11	96	-11	90	94	91	128	·	97
Cc1ccc(-n2ncc3c(SCc4cccc(C)c4)ncnc32)cc1	-7	?	-25	?	2	?	?	?	99	7	?
CCN(CC)C(=O)c1ccc(-c2ccccc2)cc1	-5	102	-2	103	-6	106	99	99	101	-22	103
O=C(N/C(=C/c1cccnc1)C(=O)N1CCOCC1)c1ccco1	-5	107	·	103	-9	105	102	104	95	1	98
Cc1c(-n2c(-c3ccccc3)nc3ccccc3c2=O)c(=O)n(-c2ccccc2)n1C	1	95	-13	102	4	97	96	95	105	0	96
O=C(COc1cccc2cccnc12)N/N=C1\SCC(=O)N1Cc1ccccc1	-3	96	-16	96	-7	92	94	93	115	0	95
COc1ccc(OC)c(NC(=S)NCCCN2CCOCC2)c1	-11	97	14	95	-50	100	98	98	104	9	99
Oc1cccc(C(O)CNCc2ccc(-c3ccccc3)cc2)c1 (stereo not given)	0	96	-4	93	4	97	95	95	101	20	93
CC1(C)CC(=O)c2cc(OCC(=O)N3CCCCCC3)ccc2O1	-4	95	6	93	4	95	94	96	98	2	98
COc1cccc(NC(=S)N(Cc2ccc(C)cc2)Cc2ccccn2)c1	-4	94	·	97	-40	97	97	96	102	9	99
CC(=N\Nc1ccccc1)/C(=N/O)C(=O)Nc1ccccc1	-2	97	22	95	-19	95	95	95	102	24	101
Cc1cc(C)n2nc(C(=O)N3CCN(Cc4ccc5c(c4)OCO5)CC3)nc2n1	0	94	10	93	-8	94	95	94	98	-4	97
CCn1c(=O)c(=O)[nH]c2cc(C(=O)N3CCN(Cc4ccc5c(c4)OCO5)CC3)ccc21	0	101	3	104	-45	97	102	95	102	3	99

# More structures follow.
compound	Mcl-1 Bim block	HRas wt GTP bind	Pf gametocyte	Rab7 wt GTP bind	Mcl1 Bid PPI	Rac1 wt modul	Rab2 wt GTP	Rac1 mut GTP	RGS8-Gao	Mcl1 Noxa PPI	Cdc42 wt GTP
COc1ccc(C(C)=O)cc1COC(=O)c1c(C)noc1C	0	102	-3	100	2	104	100	99	92	21	103
O=C(NCC1CCCCC1)C12CN(Cc3ccccc3)CC1C(c1cccc([N+](=O)[O-])c1)=NO2 (stereo not given)	-3	97	·	99	-1	96	96	93	103	16	93
O=C(c1n[nH]c(=O)c2ccccc12)N1CCOCC1	-5	103	·	105	-34	105	104	99	101	9	101
COc1ccc(C(=O)/C(C#N)=N/Nc2ccccc2[N+](=O)[O-])cc1	-1	95	·	97	15	99	96	99	104	35	98
CCCOc1ccc2c(=O)c(-c3cc(C(=O)OC)oc3C)c(C)oc2c1	-2	101	4	105	-49	103	101	100	101	19	101
O=C(Nc1cccnc1)C1(c2ccc(Cl)cc2)CCCC1	-4	100	-2	103	-2	102	98	101	103	-3	102
O=C(Cc1ccc(Cl)cc1)N/N=C/c1cccs1	-1	96	5	97	-14	100	93	94	100	13	92
COc1ccc(NC(=O)COC(=O)c2ccc(S(=O)(=O)N(C)c3ccccc3OC)cc2)cc1OC	-2	99	4	103	0	101	98	97	102	1	97
COc1ccc(CCNC(=O)CC2C(=O)NCCN2CC(C)(C)C)cc1 (stereo not given)	-3	95	12	97	-21	101	98	96	101	-4	99
COc1ccc(NS(=O)(=O)c2cccc(-c3n[nH]c(=S)n3Cc3ccccc3)c2)cc1	-3	99	-1	104	-37	97	97	94	98	20	98
Cc1ccc(CNC(=O)CCS(=O)(=O)c2ccc(Br)s2)cc1	-4	103	-7	101	-1	106	102	101	100	0	105
COc1ccc(NC(=O)Cc2c(O)c3ccccc3[nH]c2=O)cc1	-5	94	·	95	-109	92	92	91	103	17	92
N#Cc1cc2c(nc1SCC(N)=O)CCCCC2	2	101	19	100	-60	108	99	100	96	15	105
O=C(c1cc(-c2ccco2)nn1-c1cccc(Cl)c1)N1CCCCC1	0	101	4	100	4	103	99	97	91	38	98
O=C(O)CSc1cc(C(F)(F)F)nc(-c2ccccn2)n1	2	100	·	100	17	100	102	102	106	-5	101
CNC(=O)c1ccc(Oc2ccc(C(=O)NC)cc2)cc1	-5	101	·	100	-12	107	100	101	98	11	102
Cc1ccccc1-n1nnc2c(=O)oc3ccccc3c21	-1	101	·	98	-12	104	100	99	98	1	105
COc1cc(/C=C2/CCc3ccccc3C2=O)cc(OC)c1OC	-8	100	-3	100	-16	103	99	98	101	-1	99
Cc1ccc(N(CC(=O)NCc2ccc(F)cc2)C(=O)c2csnn2)cc1C	-24	103	-25	109	-5	102	100	97	104	0	96
CC(C)(C)CC(C)(C)NC(=S)N1CCN(Cc2ccc3c(c2)OCO3)CC1	0	103	5	108	-30	102	102	97	97	14	98
COc1cc2c(cc1NC(=O)C(C)Sc1nc3ccccc3n1C)oc1ccccc12 (stereo not given)	-4	100	-25	96	-61	105	99	100	102	-17	104
c1ccc(-c2n[nH]c(-c3ccccn3)n2)nc1	-1	100	5&7	102	-53&-38	101	100	99	100&103	-76&-85	101
